Screens: PubChem BioAssay, National Center for Advancing Translational Sciences (NCATS)
12-LOX inh = Primary qHTS assay for inhibitors of human arachidonate 12S-lipoxygenase (ALOX12): Round 2. Polyunsaturated fatty acid lipoxygenase ALOX12 (Homo sapiens), P18054. purified 12hLO, xylenol orange hydroperoxide absorbance. Potency, µM (doses to about 108 µM), for the others: at the highest dose activity change, negative = inhibition, actives largely listed as inhibitors. 580,000 tested, 1.1% active. AID 1671190, 2021; active = well fitted inhibition curve with a large enough effect; inconclusive = small, poorly fitted or top-dose-only effect, or another doubt; inactive = no such curve, though single readings can be large or run the other way
Target sequence (P18054 whole entry, looked up): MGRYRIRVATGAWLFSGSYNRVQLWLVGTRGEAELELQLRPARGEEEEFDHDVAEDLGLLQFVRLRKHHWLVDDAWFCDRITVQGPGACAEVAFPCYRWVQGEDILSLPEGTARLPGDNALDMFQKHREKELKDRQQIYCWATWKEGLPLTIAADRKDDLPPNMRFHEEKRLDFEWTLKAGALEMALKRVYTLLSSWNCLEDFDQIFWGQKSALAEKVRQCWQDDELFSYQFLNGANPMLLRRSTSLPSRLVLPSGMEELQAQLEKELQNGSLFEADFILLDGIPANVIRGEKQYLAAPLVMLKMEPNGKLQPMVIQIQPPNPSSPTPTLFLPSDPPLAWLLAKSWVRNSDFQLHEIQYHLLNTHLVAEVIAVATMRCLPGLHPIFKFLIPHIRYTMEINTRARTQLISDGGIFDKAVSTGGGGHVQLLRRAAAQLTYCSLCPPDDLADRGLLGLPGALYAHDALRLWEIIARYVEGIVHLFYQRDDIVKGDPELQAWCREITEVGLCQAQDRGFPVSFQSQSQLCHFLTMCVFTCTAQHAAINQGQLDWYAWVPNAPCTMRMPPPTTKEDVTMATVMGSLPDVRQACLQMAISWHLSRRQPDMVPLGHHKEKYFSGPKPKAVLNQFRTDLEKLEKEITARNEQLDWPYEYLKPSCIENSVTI
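Purified human 12hLO (150 nM final) in 25 mM Hepes, 0.01% Triton X-100, pH 7.0 was preincubated 15 min at room temperature with compound. Then 40 uM arachidonic acid was added, 30 min. Hydroperoxide was read by Fe-XO absorbance ratio 573/405 nm.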
An asterisk follows results filed as active; ? = inconclusive; [ ] = remark or other dose. % is scaled to controls: 0 for no effect and ±100 for the full control effect; potency is read from the fitted curve at half-maximal effect.

SMILES	12-LOX inh
O=S(=O)(CC1NCc2cc(F)ccc21)NCc1ccccc1 (configuration not stated)	?
Cn1nccc1C(=O)N1CC(N(C2CCOCC2)S(C)(=O)=O)C1	27.7%
O=C(C[C@@H]1CCNC[C@@H]1Cc1cc(COc2ccccc2)on1)N1CCOCC1	-19.1%[176 µM]
Cn1nccc1C(=O)N1CCC(c2noc(-c3ccncc3)n2)C1 (configuration not stated)	52.0%[activator]
O=S(=O)(c1ccccc1)N1CCCC(CN2CCCC2)CC1 (configuration not stated)	46.9%[activator]
Cc1ccc(-c2nn(-c3cccc(F)c3)cc2CN(C)CCO)o1	12.6%
CN1CCC2(C1)CN(CC1CCOCC1)c1ccc(C(=O)NCCc3ccccc3)cc12 (configuration not stated)	22.0%[176 µM]
CC(C)c1ccc(NC(=O)O[C@@H]2CO[C@H]3[C@@H]2OC[C@@H]3NS(=O)(=O)Cc2ccccc2)cc1	22.2%
O=C1CCN(C(=O)[C@H](Cc2ccccc2)NC(=O)NC2CCCCC2)CCCOCCN1	0.8%
O=C(c1ccncc1)N1CCC2(CC1)CC(N(Cc1ccc(F)cc1)C1CC1)CCO2 (configuration not stated)	28.0%
Cc1ccc(CCNC(=O)c2ccc3c(c2)N(C)C2CCCCN2C3=O)cc1 (configuration not stated)	-11.2%
O=C(NCCc1ccccc1)N1CCC(c2noc(-c3ccncc3)n2)C1 (configuration not stated)	67.9%[activator]
O=C(COc1ccccc1)Nc1ccc2ncnc(N3CCCCC3)c2c1	11.8%
COCc1nc(C2CCN(C(=O)c3ccccn3)C2)no1 (configuration not stated)	18.7%
Cc1ccc(CN2CCc3nc(C(C)C)nc(-c4ccc(O)cc4)c3C2)cc1	26.3%
CNC(=O)[C@@H](C1CCCCC1)N1CCC[C@H]1C(=O)N(C)CCN(C)C	3.7%[176 µM]
O=C(Cc1cccc(F)c1)N1CCN(C(=O)c2nnn3c2COC(c2ccccc2)C3)CC1 (configuration not stated)	0.3%
O=C(Cc1ccccc1F)N1CCC(c2noc(-c3cccnc3)n2)C1 (configuration not stated)	-2.3%
CCn1cc(C(=O)N2C[C@@H](COC)[C@H](C(=O)NC)C2)cn1	32.9%[activator]
CCNC(=O)N(C1CC1)C1CCOC2(CCN(C(=O)C3(c4ccccc4)CC3)CC2)C1 (configuration not stated)	32.7%[activator]
COCCNC(=O)C(NC(=O)c1ccccc1Cl)C1CCN(C(=O)c2ccc(OC)cc2)CC1 (configuration not stated)	35.0%[activator]
COc1ccc(C(=O)N2CC(c3nnc(-c4ccc(C)cc4)o3)C3(CCOCC3)C2)c(C)c1 (configuration not stated)	-1.3%
CC(=O)N1CCCC(C(=O)NCCc2csc(-c3ccncc3)n2)C1 (configuration not stated)	31.7%
O=C(c1ccsc1)N1CCC2(CC1)CN(C1CCC1)CC2CO (configuration not stated)	67.5%[activator]
CN1CC(=O)N(c2cccnc2)Cc2c1ncnc2N1CCCCC1	3.7%[176 µM]
Additional entries.
SMILES	12-LOX inh
CC1CCC2(CC1)NC(=O)N(CC(=O)Nc1ccc(F)c(Cl)c1)C2=O (configuration not stated)	-0.1%
Cc1noc(-c2ccn3c(CNC(=O)c4ccccc4Cl)nnc3c2)n1	38.5%[activator]
O=C1[C@@H]2C[C@@H](CN2Cc2ccc(Cl)cc2)Oc2ccccc2N1Cc1ccccc1	-17.2%[176 µM]
Cc1cc(C(=O)NC2CC(C)(C)Cc3nc(C(C)(C)C)ncc32)n[nH]1 (configuration not stated)	20.2%
Cc1nc2scc(CC(=O)N3CCOCC3)n2c(=O)c1-c1cc(C)n(-c2ccc(F)cc2)n1	?
O=C(c1ccccn1)N1CCCC(Cc2nc(C3CCOCC3)no2)C1 (configuration not stated)	14.1%
O=C(COc1ccccc1)N1CC(CNc2cccnc2)C2(C1)CN(c1ccccc1)C2 (configuration not stated)	5.2%[176 µM]
CCCS(=O)(=O)N1CCCC(C(=O)NCc2ccccc2)CCNC(=O)CC1 (configuration not stated)	14.1%
CC1(C(=O)NCc2ccco2)CN(Cc2ccccc2)Cc2ccc(N3CCOCC3)nc21 (configuration not stated)	89.6%[activator]
Cc1ccc(CNC(=O)NCCc2ncc(C)n2CC2CC2)cc1	47.4%[activator]
COc1ccc(C(=O)N2CCN(c3nnc4cccc(C)n34)CC2)cc1F	93.7%[activator]
CN(C)[C@H]1CCCCN(C(=O)c2cn(CCN3CCNCC3)nn2)C1	?
Cc1ccc(C(=O)N2CCC(c3n[nH]c(=O)n3Cc3ccc(F)cc3)CC2)cc1C	?
COc1ccc(NC(=O)O[C@@H]2CO[C@H]3[C@@H]2OC[C@@H]3NS(=O)(=O)c2ccccc2C#N)cc1	?
Cc1cc(C(=O)N[C@@H]2CCC[C@@H](C(=O)NC3CC3)CC(=O)N(C)C2)nn1C	-10.0%[176 µM]
CCOc1ccc(NC(=O)C2CCCN(S(=O)(=O)c3ccc4c(c3)C(C)(C)C(=O)N4C)C2)cc1 (configuration not stated)	-4.1%
CC(C)CCNC(=O)c1cccnc1N1CC2CC(C1)[C@H]1CCCC(=O)N1C2 (some centres not stated)	1.7%
COC(=O)N1CCCN(c2nc3ncccc3o2)CC1	23.0%[176 µM]
O=C(NCc1ccncc1)C1CN(Cc2cccnc2)CC12CCOCC2 (configuration not stated)	?
CCCS(=O)(=O)N1CC(c2noc(C3CCCN3CC3CC3)n2)C1 (configuration not stated)	35.5%[activator]
O=C(CC1COCCN1)N1CCN(C/C=C/c2ccccc2)CC1 (configuration not stated)	?
Cc1cn2nc(C(=O)NCc3ccc(C(F)(F)F)cc3)cc2c(N2CCCC2)n1	74.1%[activator]
O=S1(=O)c2c(NCc3ccco3)cccc2Oc2ccccc2CN1Cc1cn(Cc2cccc(C(F)(F)F)c2)nn1	5.5%
CC(C)(C)NC(=O)N1C[C@@H](Oc2cccnc2)C[C@H]1C(=O)N1CCOCC1	65.1%[activator]
COC(=O)CN1C(=O)[C@@H]2C[C@@H](O)CN2C2(CN(Cc3cccs3)C2)C1=O	-8.1%[176 µM]

14 compounds from above, ordered by molar mass, low to high:
SMILES	12-LOX inh
COC(=O)N1CCCN(c2nc3ncccc3o2)CC1	23.0%[176 µM]
Cc1ccc(CNC(=O)NCCc2ncc(C)n2CC2CC2)cc1	47.4%[activator]
O=C(CC1COCCN1)N1CCN(C/C=C/c2ccccc2)CC1 (configuration not stated)	?
Cc1cc(C(=O)NC2CC(C)(C)Cc3nc(C(C)(C)C)ncc32)n[nH]1 (configuration not stated)	20.2%
CCCS(=O)(=O)N1CC(c2noc(C3CCCN3CC3CC3)n2)C1 (configuration not stated)	35.5%[activator]
O=C(c1ccccn1)N1CCCC(Cc2nc(C3CCOCC3)no2)C1 (configuration not stated)	14.1%
O=C(NCc1ccncc1)C1CN(Cc2cccnc2)CC12CCOCC2 (configuration not stated)	?
Cc1noc(-c2ccn3c(CNC(=O)c4ccccc4Cl)nnc3c2)n1	38.5%[activator]
Cc1cc(C(=O)N[C@@H]2CCC[C@@H](C(=O)NC3CC3)CC(=O)N(C)C2)nn1C	-10.0%[176 µM]
CC(C)(C)NC(=O)N1C[C@@H](Oc2cccnc2)C[C@H]1C(=O)N1CCOCC1	65.1%[activator]
CC(C)CCNC(=O)c1cccnc1N1CC2CC(C1)[C@H]1CCCC(=O)N1C2 (some centres not stated)	1.7%
Cc1cn2nc(C(=O)NCc3ccc(C(F)(F)F)cc3)cc2c(N2CCCC2)n1	74.1%[activator]
CCCS(=O)(=O)N1CCCC(C(=O)NCc2ccccc2)CCNC(=O)CC1 (configuration not stated)	14.1%
CC1(C(=O)NCc2ccco2)CN(Cc2ccccc2)Cc2ccc(N3CCOCC3)nc21 (configuration not stated)	89.6%[activator]

(further entries)
SMILES	12-LOX inh
CC(=O)Nc1ccc(CN2C[C@H](O)C[C@H]2c2nc(-c3cccc([N+](=O)[O-])c3)no2)cc1	6.9%[176 µM]
COc1ccc(OC)c(CNC(=O)C2Cn3cccc3C(=O)N2C)c1 (configuration not stated)	30.1%[activator]
C[S+](=O)([O-])N1Cc2ccccc2CC2(CCCN2Cc2ccncc2)C1 (configuration not stated)	9.3%[6.33 µM]
COc1ccc(CNC(=O)Cn2c(C)cc3nc4n(c(=O)c32)CCCC4)cc1OC	6.7%
Cc1cc2nc(N3CCC(NC(C)c4nc(-c5ccccn5)no4)CC3)nc(C)c2cc1C (configuration not stated)	?
O=C(NC1CCCc2c1[nH]c1ccccc21)c1ccco1 (configuration not stated)	?
CCc1noc(-c2cn(C3CCN(C(=O)c4cccc(Cl)c4)C3)nn2)n1 (configuration not stated)	-16.1%
CC(C)N1CCN(C2CCN(c3ccc4c(c3)OCO4)CC2)CC1CCO (configuration not stated)	?
OC(c1ccccc1)(c1ccccc1)C1CCN(CCCOc2ccncc2)CC1	?
COc1cccc(OCCN(C)Cc2cn(-c3ccccc3)nn2)c1	15.4%
COc1ccc(-c2nc3c(c(=O)[nH]2)CCN(C(=O)Cc2c[nH]c4ccccc24)C3)cc1	?
CCCn1ccnc1CN1CCCn2nc(-c3nc4ccccc4n3C)cc2C1	103.9%[activator]
COC(=O)C(=O)N1CC[C@@H]2[C@H]1C(=O)N(C(C)C)C(=O)N2Cc1cccc(F)c1	-5.9%[176 µM]
O=C1CCN(C(=O)C2CCN(C(=O)C3CCC3)CC2)CCCCCCN1	3.1%
O=c1n(Cc2ccc(F)cc2Cl)nc2n1CCCCC2	7.7%
COCCCNC(=O)c1ccc(N2CC3CC(C2)[C@H]2CCCC(=O)N2C3)nc1 (some centres not stated)	7.1%
O=C(O)CCC=CCC[C@@H]1[C@H](N2CCCCC2)[C@@H](O)C[C@@H]1OCc1ccc(-c2ccccc2)cc1	33.3%[57.4 µM]
O=C(Cc1ccccc1[N+](=O)[O-])c1ccccc1[N+](=O)[O-]	-7.8%
O=C(NCC1CN(C(=O)Cc2ccc3c(c2)OCO3)CC12CN(c1ccccc1)C2)c1ccccc1 (configuration not stated)	2.4%
CCC(CC)C(=O)N1C[C@@H]2OCC(=O)N(CC3CC3)[C@@H]2C1	41.1%[activator][176 µM]
CC(C)c1ccc(S(=O)(=O)N2C[C@@H](F)C[C@H]2C(=O)N2CCOCC2)cc1	26.2%
CCc1ccc(C(=O)N2CCC(c3n[nH]c(=O)n3Cc3ccc(C)cc3)CC2)cc1	?
COc1cccc([S+](=O)([O-])N2CCCC3(CC(c4ccccc4)=NO3)C2)c1 (configuration not stated)	7.8%[6.33 µM]
O=C(Cc1ccc(F)cc1)NC1CCN(c2cc(C(F)(F)F)ncn2)CC1	33.7%
COc1ccccc1C(=O)N1CCC2(CC1)CN(c1ncccn1)CC2CO (configuration not stated)	12.4%
(continued)
SMILES	12-LOX inh
Cc1nnc([C@@H]2CC(F)(F)CN2S(=O)(=O)c2cccc(F)c2)o1	29.9%
CCCS(=O)(=O)N1CCC(N2CC(OC)C23CCOCC3)CC1 (configuration not stated)	11.5%
Cc1cc(OC[C@@H](O)CN2CCC(C(O)(c3ccccc3)c3ccccc3)CC2)ccc1Br	-69.9%
COc1cccc(-c2ccc(NC(=O)C3CCCN(C(=O)CC(F)(F)F)C3)cc2)c1 (configuration not stated)	32.5%[activator]
Cc1cnc(C(=O)N[C@@H]2CCC[C@@H]2C(=O)N2CCC(Cc3ccccc3)CC2)cn1	-12.1%
CC(=O)N1Cc2ccccc2CC2(CCN(C)CC2)C1	0.3%[12.5 µM]
COC(=O)c1cc(N2CCC(C(C)N3CCN(C)CC3)CC2)ncn1 (configuration not stated)	?
CC(C)C(=O)Nc1ccc(C2(C(=O)NCc3cccnc3)CCCCC2)cc1	8.8%
COCCC1(NC(=O)C2CC2)CCN(S(C)(=O)=O)CC1	15.4%
COc1ccccc1N1CCN(CC[C@H]2CN(C(=O)NC(C)C)CC[C@H]2CC(=O)O)CC1	21.6%
O=C(c1ccccc1)N1CCc2sc(C(=O)N3CCN(c4ccccn4)CC3)cc2C1	0.7%
Cc1ccc2[nH]c3c(c2c1)CN(C(=O)CC1(c2ccccc2)CC(=O)N(Cc2cccnc2)C1=O)CC3 (configuration not stated)	20.2%
COCC1CN(C(C)=O)CC12CCN(C(=O)CCc1cccc(OC)c1)CC2 (configuration not stated)	36.4%[activator]
CNC(c1ccccc1)c1ccccc1	1.6%[12.5 µM]
O=C([C@@H]1C[C@H](F)CN1S(=O)(=O)c1ccc(F)c(F)c1)N1CCCCC1	15.1%
O=C(NCc1ccccc1)[C@@H]1CCCN1C(=O)[C@H]1CCCN1C(=O)c1cccc2ccccc12	-5.6%
O=C(c1cc(Br)cn2ccnc12)N1CCC(N2CCCNC2=O)CC1	11.5%
CN(C(=O)c1ccc2nc(-c3ccc(F)cc3)cn2c1)C1CCOCC1	-2.9%
CC(=O)N1CCc2[nH]cnc2C12CCN(C(=O)Cn1nccc1C)CC2	?
Cc1ccc2nc(SCCC(=O)N[C@@H]3C[C@@H]4OCC[C@@H]43)cc(C)c2c1	-5.1%
CC(C)NC(=O)NC1CC2(CCN(C(=O)CCC(=O)O)CC2)c2ccccc21 (configuration not stated)	5.1%[6.33 µM]
COC(=O)CNC(=O)c1nc(-c2ccc(F)cc2)c2ccccn12	21.7%[176 µM]
CC(COc1ccc(S(C)(=O)=O)cc1)CN1CCC(C(O)(c2ccccc2)c2ccccc2)CC1 (configuration not stated)	0.0%
CN1C(=O)CCC2(CNC(=O)c3nccn3C)CCC=C12 (configuration not stated)	25.9%
O=C1CC(c2ccccc2)N(C(=O)CNC(=O)c2cccnc2)CCCCCN1 (configuration not stated)	32.2%
C=CCCC(CN1CCCC1)Oc1ccc(C(=O)N2CCCC2)cn1 (configuration not stated)	17.3%
O=C(NCc1nnc2ccc(-c3ccccc3)nn12)c1ccc(F)c(F)c1	-2.7%
Cc1nnc([C@@H]2CC(F)(F)CN2C(=O)c2nccc3ccccc23)o1	12.5%
CCOC(=O)CCNC(=O)N1CCC(N2C(=O)C3(CCCC3)C2c2scnc2C)CC1 (configuration not stated)	41.4%

The list is partial; count on the stated rates, not on these rows.
